# Screening results from PubChem BioAssay.
# TSHR antag: human thyrotropin receptor antagonism. TSHR-expressing cells, TSH-stimulated cAMP HTRF, 2 h; hits give low values. activity change, negative = inhibition, % at 11.5 µM. 330,000 compounds, 0.2% hits;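 active = activity change below a set negative limit, meaning inhibition stronger than a set level, cut at about -70% in these data; inconclusive = activity change between two set negative limits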; also: % is scaled to controls: 0 for no effect and ±100 for the full control effect
# Target sequence (P16473 whole entry, looked up): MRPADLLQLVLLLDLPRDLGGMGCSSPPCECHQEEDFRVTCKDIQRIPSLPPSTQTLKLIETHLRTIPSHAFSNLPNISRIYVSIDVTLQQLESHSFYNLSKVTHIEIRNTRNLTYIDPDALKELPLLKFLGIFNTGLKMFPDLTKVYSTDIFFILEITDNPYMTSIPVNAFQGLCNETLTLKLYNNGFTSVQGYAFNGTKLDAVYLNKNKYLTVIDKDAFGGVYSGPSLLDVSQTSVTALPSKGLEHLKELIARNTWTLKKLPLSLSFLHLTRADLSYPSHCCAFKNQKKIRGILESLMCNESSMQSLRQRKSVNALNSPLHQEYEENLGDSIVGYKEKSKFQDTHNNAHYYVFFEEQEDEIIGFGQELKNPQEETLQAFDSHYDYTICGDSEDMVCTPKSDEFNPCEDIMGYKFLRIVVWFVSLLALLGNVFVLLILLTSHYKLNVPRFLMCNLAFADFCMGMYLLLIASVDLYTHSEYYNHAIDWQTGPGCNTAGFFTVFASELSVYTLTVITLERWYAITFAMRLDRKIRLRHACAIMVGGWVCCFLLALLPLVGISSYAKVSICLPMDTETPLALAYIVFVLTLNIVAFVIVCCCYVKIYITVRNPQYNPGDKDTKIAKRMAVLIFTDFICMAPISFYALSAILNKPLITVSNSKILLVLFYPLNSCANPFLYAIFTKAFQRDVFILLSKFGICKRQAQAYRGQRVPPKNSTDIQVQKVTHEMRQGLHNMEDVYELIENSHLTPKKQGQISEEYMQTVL
#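 Read-out is FRET at 665 nm (cryptate excitation 337 nm) from a cryptate-tagged anti-cAMP antibody, competed by cell cAMP against cAMP-d2. Compounds are tested on freshly harvested TSHR cells challenged with 4nM TSH (EC80) for 2 hours at 37 deg C.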
# B2AR arrestin: recruits beta-arrestin to the human beta2-adrenergic receptor. Potency, µM (top dose mostly 46.1 µM), without a hit: at the highest dose activation, usual class: activators. beta-arrestin recruitment to beta2AR, cell-based reporter. 330,000 compounds, 0.02% hits;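 also: potency is read from the fitted curve at half-maximal effect; 0% = DMSO controls and full agonism = EC100 isoproterenol or metaproterenol; nearly all actives have a fitted effect of over 65% in size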
# BCR signal inh: inhibitors of chronic active B-cell receptor signaling; 340,000 compounds, 0.05% hits; ABC-DLBCL IkBa-CBG/CBR reporter, luminescence ratio, 4 h; AID 493014; Potency, µM (titrated, usually from 46.1 µM), without a hit: at the highest dose ratio change, negative = lower green/red ratio, most hits filed as inhibitors; active = well fitted inhibition curve with a large enough effect in the signal ratio, with a control signal flat, not every such curve was filed as active; inconclusive = small, poorly fitted or top-dose-only effect, or effect the other way, or a change in a side signal; the % refers to the signal ratio;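 also: potency is read from the fitted curve at half-maximal effect; plate controls were basal doxycycline-induced cells for no effect and cells given 10 µM MG132 for full effect; MG132 reads +100%, hits lower the ratio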
#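 TMD8 human ABC-DLBCL cells with doxycycline-inducible IκBα–green luciferase fusion and unfused red luciferase, in 0.5% FBS medium; compounds up to 46 uM, 4 h at 37C. Green/red luminescence ratio, filter-overlap corrected, fitted to concentration-response curves.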
# TCR activator: T cell receptor activation | primary human leukocytes, anti-CD3, IL-2 HTRF, 48 h | Potency, µM (highest dose often 9.22 µM), inactives show at the top dose activation of IL-2 secretion, most hits filed as activators | 330,000 tested, under 10 active; also: % of control where 0% means no effect
#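 1) Mix primary human leukocytes, a-CD3 beads and compound. 2) Incubate 48 hr. 3) Add HTRF IL-2 reagents (a-IL-2-K, a-IL-2-d2).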
# Tb PFK inh: T. brucei PFK enzyme inhibition; Potency, µM (doses to about 57.5 µM), without a hit: top-dose activity, negative = inhibition, usual class: inhibitors; 330,000 compounds, 0.17% hits; T. brucei PFK, ADP-Glo luminescence; O15648;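 also: potency is read from the fitted curve at half-maximal effect; 0% = uninhibited 1x PFK enzyme wells and -100% = no-enzyme wells; nearly all actives have a fitted effect of over 60% in size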
#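 1.25 nM PFK with 0.5 mM F6P and 0.1 mM ATP in 0.1 M TEA pH 8.0, 5 mM MgCl2, incubated 45 min at room temperature; ADP measured by ADP-Glo luminescence; compounds titrated up to 57 uM.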
# USP2a inh: inhibitors of human ubiquitin-specific protease USP2a; O75604; USP2 core, Ub-CHOP2 coupled fluorogenic reporter, 485/531; Potency, µM (doses to about 38.3 µM), inactives show at the top dose activity change, negative = inhibition, usual class: inhibitors; 330,000 compounds, 0.01% hits; AID 463254;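 also: potency is read from the fitted curve at half-maximal effect; plate controls were DMSO wells for no effect and full inhibition by NEM control for full effect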
#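 USP2 core (10nM final) preincubated 30min RT with compound in 20mM Tris-HCl pH 8.0, 2mM CaCl2, 2mM beta-mercaptoethanol, 0.05% CHAPS; 25nM Ub-CHOP2 plus 25nM reporter substrate added, fluorescence (Ex485/Em531) read after 60min.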
# Mito fusion act: blocks mitochondrial division or promotes mitochondrial fusion; S. cerevisiae fusion-defective mutant growth rescue, CellTiterGlo 48 h; Potency, µM (top dose mostly 46.1 µM), for inactives: top-dose growth rescue (activation), actives largely listed as activators; 320,000 compounds, 0.23% hits;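 also: potency is read from the fitted curve at half-maximal effect; % of control where 0% means no effect; nearly all actives have a fitted effect of over 45% in size; temperature-sensitive fusion mutants such as fzo1-1 at 37 °C on non-fermentable ethanol glycerol medium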
#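 S. cerevisiae fusion-defective temperature-sensitive mutants (e.g. fzo1-1, mgm1-5) grown 48 h at 37C in YPEG (ethanol/glycerol non-fermentable) medium with 23 nl compound per well; growth rescue read as CellTiterGlo luminescence.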
# Eya2 inh: inhibitors of human Eya2 phosphatase activity; 330,000 compounds, 0.006% hits; recombinant Eya2, OMFP fluorescence dephosphorylation (OMFP is methylfluorescein phosphate); AID 488837; Potency, µM (doses to about 76.9 µM), inactives show at the highest dose activity, negative = inhibition, actives largely listed as inhibitors; O00167; also: potency is read from the fitted curve at half-maximal effect; % is scaled to controls: 0 for no effect and ±100 for the full control effect
#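 Eya2 protein (added as 0.2 uM solution) was preincubated with compound for 10 min at ambient temperature in 50 mM HEPES pH 7.5, 50 mM NaCl, 5 uM MgCl2, 0.05% BSA, 1 mM DTT. OMFP (added at 50 uM) then reacted 10 min; fluorescence read at 485/525 nm.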
# PTAP TSG101 blk: blocks PTAP/TSG101 interaction to inhibit HIV-1 budding; Potency, µM (doses to about 115 µM), without a hit: at the top dose activity change, negative = inhibition, actives largely listed as inhibitors; Fluorescence polarization, FITC-PTAP peptide / Tsg101 binding; AID 493005; 340,000 tested, under 10 active; Q99816; active = well fitted inhibition curve with a large enough effect in the main read-out, with a control signal flat, not every such curve was filed as active; inconclusive = small, poorly fitted or top-dose-only effect, or effect the other way, or a change in a side signal; inactive = no such curve, though single readings can be large or run the other way; also: potency is read from the fitted curve at half-maximal effect; % of control where 0% means no effect
#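 Tsg101 binding domain (10 uM final) was mixed with compound and a FITC-labeled PTAP peptide (50 nM final) in HEPES pH 7.5 buffer with NaCl, Tween 20, EDTA and TCEP; fluorescence polarization was read after 20 min at r.t.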
# uPA surface inh: cell surface uPA generation inhibition; cell surface uPA generation assay, qHTS; Potency, µM (doses to about 38.3 µM), for inactives: top-dose activity change, negative = inhibition, hits mostly inhibitors; 330,000 compounds, 0.31% hits; active = well fitted inhibition curve with a large enough effect; inconclusive = small, poorly fitted or top-dose-only effect; inactive = no such curve, though single readings can be large or run the other way; tested in mouse RAW 264.7 cells; also: potency is read from the fitted curve at half-maximal effect; % is scaled to controls: 0 for no effect and ±100 for the full control effect; nearly all actives have a fitted effect of over 55% in size
# ELG1 DNA repair: inhibitors of ELG1-dependent DNA repair in HEK293T cells. HEK293T ELG1-luciferase reporter, luminescence, 16 h; DNA damage induced by 5-fluorouridine. Potency, µM (titrated, usually from 46.1 µM), for the others: at the highest dose activity change, negative = inhibition, usual class: inhibitors. 330,000 compounds, 2.3% hits; also: potency is read from the fitted curve at half-maximal effect; % is scaled to controls: 0 for no effect and ±100 for the full control effect; nearly all actives have a fitted effect of over 55% in size
#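 DMSO vehicle served as the neutral condition. Each well held 2,000 cells given 5-fluorouridine plus compound; after 16 hr at 37 °C/5% CO2, ONE-Glo was added and luciferase measured 30 min later.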
# The depositor's hits bear a star; u = inconclusive; x = not tested or not shown; [ ] = remark or other dose. Unless noted, calls follow the shape of the dose curve; as a rule, active = well fitted curve in the direction sought with a large enough effect; inconclusive = small, poorly fitted or top-dose-only effect, or another doubt; inactive = no such curve, though single readings can be large; an effect the other way counts as inactive or inconclusive.
Structure,B2AR arrestin,Mito fusion act,BCR signal inh,uPA surface inh,PTAP TSG101 blk,TCR activator,ELG1 DNA repair,USP2a inh,Eya2 inh,TSHR antag,Tb PFK inh
CCCNC(=O)NC(=O)COc1c(F)c(F)cc(F)c1F,-0.4%,4%,-6%,11%,-2%,-5%,13%,1%,-9%,18,3%
COc1c(/C=N/Nc2ccc([N+](=O)[O-])cc2[N+](=O)[O-])c(C)nn1-c1ccccc1,-0.8%,4%,5%,2%,-4%,0%,-8%,0%,2%,10,-2%
Cn1c(=O)c2c(nc(N3CCCCCC3)n2CC(O)COc2ccc(Cl)cc2)n(C)c1=O (configuration not stated),-0.3%,-1%,1%,2%,-13%,0%,-4%,2%,3%,-10,-2%
Cc1nc(C)c(-c2csc(Nc3ccc(C(=O)O)c(O)c3)n2)s1,0.0%,3%,-3%,-3%,-6%,4%,0%,1%,-14%,-9,3%
Cc1cc2oc(C(=O)NCc3ccccc3)cc(=O)c2cc1C,0.3%,u,4%,7%,-2%,-8%,u,1%,3%,1,-3%
Oc1csc(Cc2nc(-c3ccc(Br)cc3)cs2)n1,-1.5%,-4%,u,-2%,-3%,7%,u,1%,-4%,-7,1%
COc1cccc(-c2nc(-c3ccccn3)no2)c1OC,-0.1%,1%,u,-4%,-1%,3%,u,2%,-13%,17,1%
CCOC(=O)C1CCCN(C(=O)c2ccc3nc(-c4ccc(OC)c(OC)c4)c(-c4ccc(OC)c(OC)c4)nc3c2)C1 (configuration not stated),0.2%,-7%,-16%,12%,-1%,5%,1.8µM*,-6%,3%,-1,8%
CC(=O)Cn1cnc2c(cnn2-c2ccc(C)c(C)c2)c1=O,-1.1%,-6%,9%,-4%,-3%,-1%,u,1%,2%,2,-4%
Cc1nn(-c2ccc(N3CCCCC3)nn2)c(C)c1CCC(=O)Nc1ccccc1F,-0.8%,-19%,-5%,-3%,-3%,0%,u,-1%,2%,-8,-2%
COc1ccc(C)cc1S(=O)(=O)NNc1nc(C)cc(C)n1,-0.3%,x,-2%,2%,-6%,-3%,1%,4%,-2%,12,8%
O=C(CS(=O)(=O)c1ccc(F)cc1)Nc1nccs1,0.1%,0%,3%,5%,0%,9%,u,1%,14%,-5,-12%
CCOC(=O)c1nn(-c2ccc(C)c(C)c2)c(=O)c2c(N)scc12,-1.7%,-4%,-1%,1%,-2%,x,3%,2%,7%,-16,12%
COc1cc(-c2n[nH]c(=O)o2)cc(OC)c1OC,0.1%,-3%,0%,0%,-2%,u,-1%,0%,-14%,3,-3%
COc1ccc(-n2nc3c(c2NC(=O)COc2ccccc2)CS(=O)C3)cc1 (configuration not stated),-0.6%,1%,u,1%,-3%,4%,4%,2%,-3%,1,-12%
COCc1c(C(=O)OCC(=O)c2c(N)n(CC(C)C)c(=O)n(C)c2=O)oc2ccccc12,-0.6%,1%,u,-12%,-6%,-10%,u,u,-10%,4,-6%
CN(C(=O)c1ccccc1Cl)c1ccccc1C(=O)NCCc1ccccc1,-0.7%,-1%,2%,2%,-3%,-8%,-12%,0%,6%,-5,18%
COc1ccc(C2CC(=O)C3=C(C2)Nc2ncnn2C3c2ccccc2)cc1 (configuration not stated),-0.6%,2%,4%,2%,-3%,-1%,-25%,0%,6%,3,-3%
CN(Cc1cnccn1)Cc1ccccc1OCC(O)CN1CCc2ccccc2C1 (configuration not stated),-0.5%,2%,-11%,5%,0%,4%,-16%,2%,-5%,-1,-22%
CCN(CC)CC#CCC(O)(c1ccccc1)c1ccccc1,-0.1%,0%,4%,x,3%,6%,2%,2%,-2%,9,-4%
O=c1c2ccccc2nc(-c2ccccc2)n1Cc1ccc(Cl)cc1,0.2%,16%,u,1%,-10%,1%,1%,2%,15%,15,1%
COc1ccc(CNC(=O)CS(=O)(=O)Cc2nc(-c3ccc(OC)cc3)oc2C)cc1,0.2%,3%,0%,3%,-1%,-4%,u,1%,-2%,-9,-4%
O=c1c2ccccc2ncn1-c1cccc(Cl)c1,-0.4%,-4%,u,-1%,-1%,-3%[46.1 µM],u,2%,10%,2,1%
CCN(CC)c1ccc(C(=O)NNC(=O)CCNC(=O)c2ccccc2)cc1,0.1%,2%,-1%,-4%,-4%,2%,u,3%,1%,17,-1%
CCOC(=O)c1c(N2C(=O)CC(Sc3ccccc3C(=O)O)C2=O)sc2c1CCCC2 (configuration not stated),-0.1%,-8%,u,-5%,-10%,1%,-7%,-3%,2%,-14,-8%

# Overlap with the part before: 4 entries, followed by the next part.
Structure,B2AR arrestin,Mito fusion act,BCR signal inh,uPA surface inh,PTAP TSG101 blk,TCR activator,ELG1 DNA repair,USP2a inh,Eya2 inh,TSHR antag,Tb PFK inh
COc1ccc(CNC(=O)CS(=O)(=O)Cc2nc(-c3ccc(OC)cc3)oc2C)cc1,0.2%,3%,0%,3%,-1%,-4%,u,1%,-2%,-9,-4%
O=c1c2ccccc2ncn1-c1cccc(Cl)c1,-0.4%,-4%,u,-1%,-1%,-3%[46.1 µM],u,2%,10%,2,1%
CCN(CC)c1ccc(C(=O)NNC(=O)CCNC(=O)c2ccccc2)cc1,0.1%,2%,-1%,-4%,-4%,2%,u,3%,1%,17,-1%
CCOC(=O)c1c(N2C(=O)CC(Sc3ccccc3C(=O)O)C2=O)sc2c1CCCC2 (configuration not stated),-0.1%,-8%,u,-5%,-10%,1%,-7%,-3%,2%,-14,-8%
CCOC(=O)Cn1c(=O)oc2cc(S(=O)(=O)N3CCCc4ccccc43)ccc21,0.2%,5%,-2%,-1%,-2%,5%,-1%,-1%,8%,0,-2%
CCOC(=O)c1ccc(-c2ccc(C(=O)Nc3cccnc3)o2)cc1,0.0%,-2%,0%,-8%,-1%,-2%,u,5%,2%,-7,1%
S=C(c1ccc(-c2ccc(Cl)c(Cl)c2)o1)N1CCOCC1,-0.4%,12%,u,-7%,-4%,x,u,1%,-13%,-12,1%
COc1cccc(NC(=O)C2CCN(S(=O)(=O)c3ccc4c(c3)NC(=O)CO4)CC2)c1,0.1%,-1%,0%,3%,-3%,7%,-8%,1%,-2%,-6,-6%
CCOC(=O)Cn1nc(-c2ccc(F)cc2)cc(Cc2ccccc2)c1=O,4.3%,-28%,-1%,-3%,0%,4%,-3%,-6%,0%,-4,12%
CN1CCN(S(=O)(=O)c2ccc3c(c2)C(C)(C)C(=O)N3C)CC1,-0.6%,-3%,u,12%,-6%,-1%,23%,2%,5%,14,5%
Cc1ccc(-c2nnn(CC(=O)N(c3ccccc3F)C(CC(C)C)C(=O)NCC3CCCO3)n2)cc1 (configuration not stated),0.2%,9%,-11%,3%,-5%,-7%,-5%,-1%,8%,-5,-2%
Cc1cc(C(=O)Nc2c(F)c(F)c(F)c(F)c2F)n(-c2ccccc2)n1,0.0%,-4%,-3%,-3%,0%,-4%,-11%,3%,-3%,3,-4%
O=C(Nc1nnc(C2=COCCO2)o1)c1cccc(C(F)(F)F)c1,-0.4%,7%,u,-23%,-8%,9%,-1%,-2%,-4%,-18,3%
COc1ccc(C(C#N)N2CCC(c3ccccc3)=N2)cc1OC (configuration not stated),-0.3%,2%,9%,-4%,-1%,0%,14%,-2%,-5%,2,0%
CCN(CC)c1nc2ccccc2nc1-n1nc(C)cc1C,-1.0%,0%,-13%,x,-10%,0%,-8%,3%,-3%,-5,0%
CCOC(=O)CC(NS(=O)(=O)c1ccc(OC)c(C)c1)c1cccc([N+](=O)[O-])c1 (configuration not stated),-0.3%,-1%,2%,10%,0%,6%[46.1 µM],-24%,1%,4%,4,-2%
